# Compound activity: PubChem, several laboratories
# Peg3 promoter: Peg3 promoter-driven luciferase inhibitors, primary screen, cell-based, HeLa, luciferase luminescence; hit rate 1.7% among 360,000; AID 588405, 2011; inhibition, % at 20 µM; HeLa PEG-Prom luciferase reporter, overnight;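 active means inhibition of at least 50% at 20 µM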
# CF NFkB inh: inhibitors of PAF-induced NF-kB signaling, primary screen, cell-based, GFP fluorescence, uHTS | KKLEB NF-kB-GFP reporter, GFP fluorescence overnight | inhibition, % at 5 µM | hit rate 0.86% among 360,000 | AID 588850, 2011;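 active means at least 50% inhibition at 5 µM, scaled per plate between neutral and stimulator controls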;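 further: PAF is a Pseudomonas aeruginosa culture filtrate used as stimulus; plate controls were PAF-stimulated DMSO wells for no effect and unstimulated DMSO wells for full effect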
# CaV13 ICDI inh: Disruptors of the CACNA1D IQ motif to Ca2+-dependent inactivation inhibitor domain association, primary screening, Förster resonance energy transfer in intact living …; hit rate 0.098% among 340,000; AID 743397; HEK cells, CFP/YFP FRET ICDI-IQ, plate reader, 10 min; percent FRET-ratio fall versus neutral wells; inhibition, % at 12.3 µM;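 active means mean replicate inhibition of at least 30% and at least 1% of replicates passing that level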;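 further: 0% = median of the neutral control wells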
# Vif inh: HIV Vif self-association inhibitors, primary screen, imaging, HEK293T, single point | HEK293T cells, Vif self-association by quenched fluorescence, 24 h | inhibition, % at 7.49 µM | hit rate 0.35% among 340,000; in the data active means inhibition above about 50%, passing the limit was not always enough; further: some results filed as inactive read as strong as hits
# Shn3 3UTR inh: reduction of Shn3 3'UTR firefly luciferase signal, primary screen, Schnurri-3 inhibitor project, cell-based, Clone20 osteoblasts, set 2. inhibition, % at 12.5 µM. Clone20 osteoblast Shn3 3'UTR firefly luciferase, 24 h. hit rate 0.52% among 360,000. AID 588674, 2011;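 active means mean inhibition of at least 75% with every replicate also reaching 75%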;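 further: 0% = median of neutral control wells and 100% = pilot-screen positive control compound; some compounds past the cut are filed as inactive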
# NR2E3 ag-1: NR2E3 agonists in two-hybrid cells, primary screen, cell-based, luminescence, CHO-S, Gal4-NCOR/VP16-NR2E3 | AID 602229, 2012 | luciferase | inhibition of corepressor binding, % at 3.98 µM | hit rate 0.35% among 360,000 | Photoreceptor-specific nuclear receptor (Homo sapiens), Q9Y5X4;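 active means inhibition above the mean of all tested compounds plus 3 SD, cut at about 70% in these data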;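 further: 0% = DMSO with NR2E3 transfected cells and 100% = cells lacking NR2E3 construct; higher means lower luciferase signal from less NR2E3 corepressor binding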
# Target sequence (Q9Y5X4 whole entry, looked up, the tested form may be a part): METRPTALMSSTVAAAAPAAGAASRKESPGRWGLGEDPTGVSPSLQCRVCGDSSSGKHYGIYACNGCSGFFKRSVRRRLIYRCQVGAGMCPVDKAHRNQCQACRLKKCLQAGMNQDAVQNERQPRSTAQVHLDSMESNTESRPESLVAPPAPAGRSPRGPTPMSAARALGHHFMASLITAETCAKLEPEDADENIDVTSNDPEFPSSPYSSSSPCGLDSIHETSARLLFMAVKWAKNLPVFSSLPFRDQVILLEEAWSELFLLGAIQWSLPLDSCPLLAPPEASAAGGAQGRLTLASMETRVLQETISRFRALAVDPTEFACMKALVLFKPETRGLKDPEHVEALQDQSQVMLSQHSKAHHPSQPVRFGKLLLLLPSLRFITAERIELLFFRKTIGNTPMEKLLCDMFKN
# HIF-2a inh: HIF-2a reporter inhibitors, primary screen, luminescence, 786-0 RCC cells | hit rate 0.72% among 360,000 | 786-0 RCC cells HIF-2a reporter, luciferase luminescence, overnight | AID 624352, 2012 | inhibition, % at 18.8 µM;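 active means inhibition of the luminescence signal of 40% or more relative to plate controls, in a single-dose primary screen at 18.75 µM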
# PDI inh: inhibitors of human PDI, primary screen, biochemical, turbidity, single point, plate reader; Protein disulfide-isomerase (Homo sapiens), P07237; PDI insulin aggregation turbidity, A650, 90 min; inhibition, % at 10 µM; hit rate 0.052% among 350,000;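 active means mean inhibition across replicates of 30% or more, whatever share of single replicates reach that level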;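 further: absorbance from insulin aggregation driven by PDI reduction with DTT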
# Target sequence (P07237 whole entry, looked up): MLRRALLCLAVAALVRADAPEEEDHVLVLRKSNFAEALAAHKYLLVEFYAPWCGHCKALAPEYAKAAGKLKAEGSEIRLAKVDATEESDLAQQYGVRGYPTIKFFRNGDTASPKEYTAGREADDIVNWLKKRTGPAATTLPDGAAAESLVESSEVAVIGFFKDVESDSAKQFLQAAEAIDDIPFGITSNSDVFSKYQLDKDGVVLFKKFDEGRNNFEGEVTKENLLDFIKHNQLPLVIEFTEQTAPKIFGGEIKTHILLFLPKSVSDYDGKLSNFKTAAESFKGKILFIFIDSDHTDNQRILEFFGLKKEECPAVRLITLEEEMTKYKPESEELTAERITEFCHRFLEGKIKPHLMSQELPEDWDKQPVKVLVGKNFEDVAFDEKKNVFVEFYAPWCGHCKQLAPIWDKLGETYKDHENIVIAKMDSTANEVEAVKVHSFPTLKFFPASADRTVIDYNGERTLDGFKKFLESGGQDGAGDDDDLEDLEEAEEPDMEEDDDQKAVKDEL
# MITF TRPM1 inh: inhibitors of MITF-dependent TRPM1 promoter reporter, primary screen, cell-based, SK-MEL-5, single point, luciferase; SK-MEL-5 TRPM1 promoter luciferase, 24 h; inhibition, % at 12.5 µM; hit rate 0.83% among 330,000;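 active means mean inhibition across replicates of 60% or more, whatever share of single replicates reaches that level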; further: values of inactives mirror those of a sister screen read the other way
# KKLEB cytotox: cytotoxicity in KKLEB CF airway cells, primary screen, cytotoxicity control for CF NF-kB inhibitor project, cell-based, uHTS, fluorescence assay plates; KKLEB CF airway cells viability, ATPlite luminescence, overnight; active compounds read low; cells stimulated with P. aeruginosa culture filtrate; activity change (cytotoxicity), % at 5 µM; hit rate 0.36% among 360,000; AID 602141, 2011;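 active means corrected activity change at or below -50% at 5 µM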
# NR2E3 ag-2: inhibitors of NR2E3-RetCOR corepressor binding, primary screen, NR2E3 agonist project, biochemical, TR-FRET, GST-NR2E3, biotin-RetCOR; Photoreceptor-specific nuclear receptor (Homo sapiens), Q9Y5X4; 1536-well; inhibition of corepressor binding, % at 4.78 µM; hit rate 0.12% among 320,000; AID 2300, 2010;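 active means percent inhibition above the cutoff of mean plus 3 SD of all tested compounds, set per screening campaign, cut at about 20% in these data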;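 further: 0% = DMSO wells and 100% = biotin wells as full block of FRET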
#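 Material – GST-tagged NR2E3 plus biotinylated RetCOR corepressor · Quantity – NR2E3 fusion 1.35 nM · Times – 5 h incubation at 4 °C · Medium – pH 7.5 Tris-based buffer · Technique – TR-FRET, Eu(K)-anti-GST donor, streptavidin-D2 acceptor, ex 340, em 617/671 nm · Benchmarks – high control biotin, low control 0.6% DMSO · Format – 1536-well plates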
# * = called active by the depositor; x = not tested or not shown. This is a random part of the collection. Share with any hit: about 3.3%.
SMILES,Peg3 promoter,CF NFkB inh,CaV13 ICDI inh,Vif inh,Shn3 3UTR inh,NR2E3 ag-1,HIF-2a inh,PDI inh,MITF TRPM1 inh,KKLEB cytotox,NR2E3 ag-2
Cc1onc(-c2ccccc2)c1C(=O)N1CCN(C(=O)c2ccco2)CC1,-53,1,x,5,11,-1,0,-12,6,4,5
Cc1ccc(CN2CCC(CNS(=O)(=O)c3ccc(-c4ccc(=O)[nH]n4)s3)CC2)cc1,-5,1,-6,5,11,14,5,0,-3,-12,3
COCc1nnc(NC(=O)c2ccc(S(=O)(=O)N(CC(C)C)CC(C)C)cc2)o1,18,10,-5,0,-5,77*,9,-7,20,-3,-1
CCOC(=O)c1c(NC(=O)C2=C(C)NC(=S)NC2c2ccccc2C(F)(F)F)sc(C)c1C (stereo unspecified),13,15,-8,1,21,-20,20,4,9,0,1
CN(C)Cc1cc(C(C)(C)C)cc(N2CCOCC2)c1O,-8,8,-5,16,-60,-7,4,-6,10,-12,x
Cc1ccc(C(=O)CCC(=O)OCC(=O)Nc2c(C)nn(-c3ccccc3)c2C)cc1,9,-14,-6,0,3,-6,4,10,3,8,4
COc1ccc(Cl)cc1N(CC(=O)N1CCN(Cc2ccccc2)CC1)S(C)(=O)=O,-8,-5,-5,x,17,10,14,-4,13,2,4
CCN1C(=O)N[C@@H](c2ccc(Br)cc2)C(C(C)=O)=C1C,1,8,-7,16,-3,-21,6,-4,-5,-10,3
Cc1cc([N+](=O)[O-])nn1CC(=O)Nc1cccc2nonc12,5,16,-3,-6,2,-24,19,0,0,-6,-4
CC(C)(CNC(=O)C1CCCC1)CNC(=O)C1CCCC1,-1,-10,-5,6,-6,-32,26,3,-18,1,-2
O=C(Cn1cnc2c(nnn2-c2ccc(F)cc2)c1=O)NCC1CCCO1 (stereo unspecified),-5,3,-8,-2,12,-2,5,-1,1,-2,2
Cc1ccccc1C(=O)c1cccn1CC(=O)NC(C)c1ccccc1 (stereo unspecified),20,4,-2,4,-2,6,-4,-5,6,11,-1
O=C(COC(=O)c1cccc(C(=O)OCC(=O)NC2CC2)n1)NC1CC1,8,-10,4,-4,2,-3,12,6,-11,4,4
CCOc1ncccc1C(=O)NCc1ccccc1Cl,4,-10,-19,-8,-12,-3,7,-2,-6,0,0
Cc1ccc(S(=O)(=O)NNC(=O)C2COc3ccccc3O2)cc1C (stereo unspecified),7,-17,0,-2,-6,-21,15,-1,9,-4,2
Cc1ccccc1C(=O)NC1CCN(C(=O)NCc2ccccc2)CC1,13,0,-7,3,11,9,0,11,3,2,2
CCN(C(=O)CSc1nnnn1C)C1CCS(=O)(=O)C1 (stereo unspecified),2,8,-7,-2,-24,5,-4,4,-7,12,x
COc1cccc(/C=N/Nc2ccc([N+](=O)[O-])cc2)c1O,-388,-41,-39,-5,-24,-259,-276,10,-97,1,1
COc1ccnc(-n2cccc2C=O)c1C#N,17,2,x,-1,-25,23,14,-1,0,0,2
COC(=O)/C(C(C)=O)=C(\C=C\N(C)C)N(C)C,12,0,-9,-1,61,7,11,-8,-4,-10,2
Cc1ccc(OCCC(=O)OCC(=O)C(C)(C)C)cc1,3,1,-5,10,-7,-21,2,-11,-1,-5,0
Cc1csc(NC(=O)CSc2nnc(-c3ccoc3C)n2CCc2ccccc2)n1,19,-17,x,x,22,0,18,10,1,-1,1
C/C(O)=C/c1nc2ccccc2[nH]c1=O,16,17,-5,-3,-5,15,6,10,1,5,-1
COc1ccc(C(=O)NN/C(C)=C/C(=O)C(F)(F)C(F)(F)C(F)(F)F)cc1,2,19,-3,-9,-1,-24,14,11,-5,6,0
COc1ccc(/C=N/NS(=O)(=O)c2ccc(NC(C)=O)cc2)cc1,10,-13,-2,-2,6,8,10,-18,-2,-4,-2
CC1CCN(C(=O)c2[nH]cnc2C(=O)Nc2ccccc2F)CC1,-10,0,-5,6,22,-11,-1,-1,x,9,x
Clc1ccc(-n2nnnc2-c2cnc(-c3ccccn3)nc2-c2cccs2)cc1,23,1,-3,-5,10,53,3,-3,1,7,-1
CN(C)Cc1c(C(=O)N/N=C/C2CC=CCC2)nnn1-c1nonc1N (stereo unspecified),6,11,-3,-1,2,3,2,6,1,5,3
Cc1ccc(C)c(CN2CCCN(Cc3cc(C)ccc3C)S2(=O)=O)c1,5,13,-20,2,20,-28,18,-3,12,4,3
CC(C)=CCc1c(O)cc(O)c2c1OC(c1ccc(O)cc1)CC2=O (stereo unspecified),25,53*,x,20,-31,10,14,x,-14,-12,1
Cc1ccc(C2NC(=NCc3ccccc3)Nc3nc(C)cc(=O)n32)cc1 (stereo unspecified),10,-5,1,1,2,7,25,-5,7,3,3
Cc1sc(NC(=O)CN(Cc2ccccc2)C(=O)C(C)C)c(C(N)=O)c1C,23,-22,-1,-3,17,-2,13,-8,19,7,1
CCN(CC(=O)Nc1ccc(OC)cc1)C(=O)c1ccc(Cl)c(S(=O)(=O)N2CCCC2)c1,13,16,-2,-4,19,-12,2,14,-2,-10,0
Cc1ccc(S(=O)(=O)n2nc(OC(=O)c3c(F)cccc3Cl)cc2N)cc1,12,7,-2,-4,5,-14,6,2,6,-4,2
CCN(CC)CCCn1c(=S)[nH]c2cc(C(=O)OC)ccc2c1=O,8,-11,-5,4,6,-15,-13,8,14,11,2
CC1CN(C(=O)CSc2nc(N)cc(N)n2)CC(C)O1 (stereo unspecified),-3,17,-2,-4,13,-8,11,-10,-1,9,2
O=C(Cc1cccs1)Nc1ccc(Cl)c(S(=O)(=O)N2CCOCC2)c1,22,-12,-7,-21,25,-2,1,-7,16,6,x
CC(C)Nc1ncnc2c1ncn2[C@H]1CN(Cc2ccncc2)C[C@@H](CO)O1,-7,-12,-14,-3,-12,-2,-6,-7,x,-10,x
CC(C)[C@H]1COCCS(=O)(=O)N1Cc1ccc(Cl)cc1,-1,2,-5,3,2,-20,10,-2,-6,-3,1
COc1ccc(CC(N)c2csc(NC(=O)Cc3ccccc3)n2)cc1 (stereo unspecified),50,-14,-5,-11,-17,-14,-2,8,x,11,x
COCCCn1c(=S)[nH]c2ncccc2c1=O,-4,11,x,x,-3,-11,13,-9,4,-10,2
CCOC(=O)C1=C(C)NC(=O)NC1c1ccc(OCC(=O)N2CCCCC2)cc1 (stereo unspecified),-2,0,x,8,6,-7,5,-5,18,-1,2
O=C(C1CCC(N2C(=O)C3CC=CCC3C2=O)CC1)N1CCCCC1 (stereo unspecified),6,4,-8,0,4,3,-3,-1,7,-6,3
CCCCOc1ccc(C2C(C(=O)c3cccs3)=C(O)C(=O)N2CCN2CCOCC2)cc1 (stereo unspecified),0,8,-5,-1,-8,-8,2,1,9,-12,3
COc1ccc(C(=O)N/C(=C\c2ccccc2)C(=O)Nc2cccc(C(=O)O)c2)cc1,16,-10,0,-5,6,-17,17,-4,0,2,3
CCOc1ccccc1/C=N/Nc1nc(C)cc(=O)[nH]1,-4,-11,x,-15,7,30,4,2,x,3,-3
COC(=O)c1c(NC(=O)c2ccc(C)cc2)sc(Cc2ccccc2)c1C,-15,12,-4,5,12,-10,-3,-16,4,3,4
Cc1cccc2cc(COC(=O)C3CCCO3)c(=O)[nH]c12 (stereo unspecified),-127,-4,x,2,22,12,-85,2,-5,2,-1
CC(C)C(=O)Nc1cccc(NC(=S)NC(=O)c2ccc(Cl)cc2)c1,-152,-15,-6,-21,2,-17,-141,7,-13,1,-2
COc1ccc(CC(=O)N/N=C/C=C/c2ccc3c(c2)OCO3)cc1OC,8,-10,-4,2,17,14,10,-5,x,3,-6
CCN(CC)CCn1c(N)c(S(=O)(=O)c2ccccc2)c2nc3ccccc3nc21,3,0,-20,-3,12,5,12,-1,-1,0,1
O=c1[nH]nc(Cc2ccc3ccccc3n2)c2ccccc12,-168,-8,-5,2,-53,-81,-155,-2,-5,-6,3
COc1cccc(CNc2nc(NC(C)C)nc3ccsc23)c1OC,35,-3,-6,-10,67,-37,19,-2,x,-13,x
OC(CNCCc1ccc(Cl)cc1)COc1ccc2ccccc2c1 (stereo unspecified),67*,1,4,0,4,13,1,13,1,-4,x
CCC1(C)Cc2c(sc3nnn(Cc4ccccc4Cl)c(=O)c23)CO1 (stereo unspecified),18,21,-4,-11,25,-12,15,-6,2,-25,-1
COc1ccc(C2N(C(=O)N3CCOCC3)CCN2S(=O)(=O)c2ccc(C)cc2)cc1 (stereo unspecified),15,-15,-7,-4,3,-11,-13,1,4,7,0
COC(=O)CNC(=O)C(C)(C)Oc1ccc(Cl)cc1,-1,15,-4,-10,10,-5,-3,-6,-7,-5,-5
Cn1nc(C(=O)NCC(=O)Nc2ccc(F)c(F)c2F)c2ccccc2c1=O,-7,0,-5,-4,-7,3,0,0,-13,-4,1
O=C(NCc1ccc2c(c1)OCO2)C1CC(=O)N(CCc2ccc(Cl)cc2)C1 (stereo unspecified),4,-4,-6,3,3,-14,-12,-5,0,2,-3
CC(=O)N1CCN(c2ccc(NC(=O)/C=C/c3ccccc3)cc2)CC1,-43,-6,7,0,-5,9,-42,20,4,1,-1
COC(=O)c1cc2c(ccn2-c2ccc(F)cc2)n1CC(=O)N1CCN(C(=O)c2ccco2)CC1,-11,0,0,-15,6,-59,15,-3,-4,14,-1

# A second format for 2 compounds above:
# Results follow in this order: Peg3 promoter | CF NFkB inh | CaV13 ICDI inh | Vif inh | Shn3 3UTR inh | NR2E3 ag-1 | HIF-2a inh | PDI inh | MITF TRPM1 inh | KKLEB cytotox | NR2E3 ag-2
> Cc1cccc2cc(COC(=O)C3CCCO3)c(=O)[nH]c12 (stereo unspecified)
  -127 | -4 | x | 2 | 22 | 12 | -85 | 2 | -5 | 2 | -1
> COc1ccnc(-n2cccc2C=O)c1C#N
  17 | 2 | x | -1 | -25 | 23 | 14 | -1 | 0 | 0 | 2
